hIAP activ: human IAP activation; P09923; purified human IAP, CDP-Star luminescence, 30 min; hits give high values; 1 = vehicle-only enzyme, 0 = enzyme-free background; activation factor at 10 µM; 330,000 compounds, 0.16% hits;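 active means activation factor of the enzyme at least 2-fold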; further: the source names both 10 and 20 µM as test concentration; values of inactives mirror those of a sister screen read the other way
Target sequence (P09923 whole entry, looked up): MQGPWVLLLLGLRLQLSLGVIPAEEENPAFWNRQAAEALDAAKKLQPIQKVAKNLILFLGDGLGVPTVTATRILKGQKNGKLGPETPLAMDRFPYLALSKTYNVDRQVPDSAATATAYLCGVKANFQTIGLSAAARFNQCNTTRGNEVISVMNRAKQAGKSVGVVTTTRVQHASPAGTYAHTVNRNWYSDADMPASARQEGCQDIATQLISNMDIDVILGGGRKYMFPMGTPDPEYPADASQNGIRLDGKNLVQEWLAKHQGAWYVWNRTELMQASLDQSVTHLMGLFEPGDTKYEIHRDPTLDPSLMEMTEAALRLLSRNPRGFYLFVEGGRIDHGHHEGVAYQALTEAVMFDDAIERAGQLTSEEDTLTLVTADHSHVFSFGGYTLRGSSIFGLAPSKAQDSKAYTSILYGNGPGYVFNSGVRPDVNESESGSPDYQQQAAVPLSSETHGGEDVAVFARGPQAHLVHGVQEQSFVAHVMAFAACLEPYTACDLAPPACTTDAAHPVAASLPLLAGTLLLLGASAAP
SENP6 block: SENP6 protease inhibition; inhibition, % at 10 µM; 330,000 compounds, 1.8% hits; Recombinant SENP6 catalytic domain, aminoluciferin luminescence;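 active means inhibition above about 50% at the single tested dose, limit read from the data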;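 further: plate controls were DMSO wells with enzyme for no effect and DMSO wells lacking enzyme for full effect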
ATG4B inh: inhibitors of human ATG4B cysteine protease; Q9Y4P1; ATG4B cleavage of LC3-PLA2, NBD-HPC fluorescence, 1 h; inhibition, % at 8.33 µM; 340,000 compounds, 0.51% hits; AID 504462; in the data active means inhibition above about 40%
Target sequence (Q9Y4P1 whole entry, looked up): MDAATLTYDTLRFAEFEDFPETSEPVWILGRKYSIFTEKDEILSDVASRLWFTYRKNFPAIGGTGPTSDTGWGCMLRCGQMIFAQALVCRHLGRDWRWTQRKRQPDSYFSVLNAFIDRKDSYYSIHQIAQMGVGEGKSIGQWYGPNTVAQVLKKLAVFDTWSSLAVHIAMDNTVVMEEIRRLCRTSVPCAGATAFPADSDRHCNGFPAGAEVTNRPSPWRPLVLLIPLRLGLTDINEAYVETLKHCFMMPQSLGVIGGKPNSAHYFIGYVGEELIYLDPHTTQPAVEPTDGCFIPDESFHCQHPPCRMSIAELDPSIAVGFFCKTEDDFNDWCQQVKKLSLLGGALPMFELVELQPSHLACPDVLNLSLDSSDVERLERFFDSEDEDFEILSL
MPTP block: permeability transition pore inhibition | isolated mouse mitochondria, Ca2+ swelling absorbance, 30 min | inhibition, % at 10 µM | 360,000 compounds, 1.4% hits;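 active means inhibition of 50% or more, scaled per plate between neutral and stimulator controls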;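 further: 0% = DMSO wells given calcium and 100% = 1 mM EGTA wells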
SENP1 inh: inhibitors of human SENP1 SUMO protease catalytic domain. AID 624204. 360,000 compounds, 0.21% hits. inhibition, % at 10 µM. Q9P0U3. recombinant SENP1 catalytic domain, CyPet-SUMO1-YPet FRET cleavage;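 active means inhibition at least 30% at 10 µM, raw YFP signal under a set limit, fluorescence ratio 0.5 to 1.5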;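 further: 0% = enzyme with DMSO and 100% = no enzyme wells; some results filed as inactive read as strong as hits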
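Material – human SENP1 catalytic domain · Input – SENP1 enzyme, 20 pM final · Compound dosing – single concentration of 10 µM compound, 0.5% DMSO final · Timing – enzyme reaction for 50 min at room temperature, dark · Measured by – FRET fluorescence in CFP and YFP emission channels · Control set – no-enzyme wells low, DMSO-plus-enzyme wells high control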
GRIN3A LBD mod: modulators (binders) of human NR3A ligand-binding domain; NR3A LBD differential scanning fluorimetry, Tm shift; 0% = protein alone, 100% = glycine-bound protein; Tm shift relative to glycine control, % at 25 µM; 340,000 compounds, 2.5% hits;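 active means melting temperature shift of at least 10% of the positive control shift, at one fixed dose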
PfGluPho inh: PfG6PD (Plasmodium falciparum) enzyme inhibition; inhibition, % at 20 µM; 350,000 compounds, 0.78% hits; PfGluPho enzyme, NADPH resazurin-diaphorase fluorescence;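 active means inhibition reaching at least a set limit at 20 µM in the primary screen, cut at about 59% in these data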;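 further: 0% = DMSO wells with substrate and 100% = DMSO wells lacking glucose-6-phosphate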
SENP8 block: blocks human SENP8 cleavage of Nedd8 substrate; recombinant SENP8, Nedd8 substrate fluorescence; Q96LD8; inhibition, % at 20 µM; 360,000 compounds, 0.64% hits; in the data active means inhibition mostly above about 40%, no sharp cut-off; inactive means mostly below about 27%
* hit, by the source's call.

Preview (3 entries):
Screening COc1ccc(CC(NC(C)=O)C(=O)NC2CCN(C(=O)C3CC3)CC2)cc1OC (stereo not given) returned hIAP activ 0.88, SENP6 block -9, ATG4B inh 2, MPTP block 1.3, SENP1 inh -1, GRIN3A LBD mod 0, PfGluPho inh -2 and SENP8 block 8.
Cc1ccccc1NC(=S)NNC(=O)c1ccncc1 was read as hIAP activ 1.4, SENP6 block -2, ATG4B inh -8, MPTP block -0.5, SENP1 inh 1, GRIN3A LBD mod -2, PfGluPho inh 1 and SENP8 block 14.
Screening Cc1ccccc1OCCNc1cc(N2CCCCC2)ccc1[N+](=O)[O-] returned hIAP activ 0.84, SENP6 block 2, ATG4B inh 2, MPTP block 5.5, SENP1 inh 1, GRIN3A LBD mod 5, PfGluPho inh 10 and SENP8 block 30.

Results, repeating the preview:
Screening COc1ccc(CC(NC(C)=O)C(=O)NC2CCN(C(=O)C3CC3)CC2)cc1OC (stereo not given) returned hIAP activ 0.88, SENP6 block -9, ATG4B inh 2, MPTP block 1.3, SENP1 inh -1, GRIN3A LBD mod 0, PfGluPho inh -2 and SENP8 block 8.
Cc1ccccc1NC(=S)NNC(=O)c1ccncc1 was read as hIAP activ 1.4, SENP6 block -2, ATG4B inh -8, MPTP block -0.5, SENP1 inh 1, GRIN3A LBD mod -2, PfGluPho inh 1 and SENP8 block 14.
Screening Cc1ccccc1OCCNc1cc(N2CCCCC2)ccc1[N+](=O)[O-] returned hIAP activ 0.84, SENP6 block 2, ATG4B inh 2, MPTP block 5.5, SENP1 inh 1, GRIN3A LBD mod 5, PfGluPho inh 10 and SENP8 block 30.
Screening Cc1ccc(S(=O)(=O)N(C)CC(=O)Nc2cccc3c2CCCC3)cc1 returned hIAP activ 1.1, SENP6 block -14, ATG4B inh -7, MPTP block -2.2, SENP1 inh 1, GRIN3A LBD mod 2, PfGluPho inh -12 and SENP8 block 26.
`Cc1nc(C)c(C(=O)Nc2cccc(C)c2C)o1` gave hIAP activ 0.86, SENP6 block -6, ATG4B inh 1, MPTP block -0.3, SENP1 inh -1, GRIN3A LBD mod -3, PfGluPho inh 3 and SENP8 block 16.
For CC(C(=O)Nc1cccc(C#N)c1)N(C)CCOc1ccccc1 (stereo not given) the results were hIAP activ 0.92, SENP6 block -3, ATG4B inh -8, MPTP block -1.5, SENP1 inh 2, GRIN3A LBD mod 2, PfGluPho inh 16 and SENP8 block -7.
Cc1ccc(-c2csc(C(C#N)=C3CCCC3)n2)cc1 was read as hIAP activ 0.89, SENP6 block 5, ATG4B inh -5, MPTP block -2.2, SENP1 inh 0, GRIN3A LBD mod 2, PfGluPho inh 0 and SENP8 block 16.
`CCOC(=O)c1sc(NC(=O)CN2C(=O)NC3(CCC(C)CC3)C2=O)c(C(=O)OCC)c1C` (stereo not given) gave hIAP activ 1, SENP6 block -7, ATG4B inh 1, MPTP block 0.5, SENP1 inh 0, GRIN3A LBD mod 0, PfGluPho inh -3 and SENP8 block 4.
`Cc1nn(C)c(C)c1S(=O)(=O)N1CCC(C(=O)Nc2ccc3c(c2)OCCO3)CC1` gave hIAP activ 0.95, SENP6 block 0, ATG4B inh 0, MPTP block -2.5, SENP1 inh 2, GRIN3A LBD mod 0, PfGluPho inh 2 and SENP8 block 8.
For COc1cc([N+](=O)[O-])ccc1NC(=O)C1CCCN(S(C)(=O)=O)C1 (stereo not given) the results were hIAP activ 0.88, SENP6 block -6, ATG4B inh -1, MPTP block -0.1, SENP1 inh 2, GRIN3A LBD mod -2, PfGluPho inh 7 and SENP8 block 15.
Screening NS(=O)(=O)c1cnccc1Nc1cccc(Br)c1 returned hIAP activ 1.1, SENP6 block -4, ATG4B inh 1, MPTP block 2.0, SENP1 inh -1, GRIN3A LBD mod 2, PfGluPho inh 1 and SENP8 block -2.
For CC(=O)Nc1ccc(NC(=O)CSc2nccn2Cc2ccccc2)cc1 the results were hIAP activ 0.98, SENP6 block -4, ATG4B inh 2, MPTP block 1.4, SENP1 inh 2, GRIN3A LBD mod -2, PfGluPho inh -8 and SENP8 block 6.
`Cc1nn(CC(=O)NC2(C)CCS(=O)(=O)C2)c(C)c1S(=O)(=O)N(C)C` (stereo not given) gave hIAP activ 0.97, SENP6 block -4, ATG4B inh -2, MPTP block -1.3, SENP1 inh 3, GRIN3A LBD mod 3, PfGluPho inh 8 and SENP8 block 4.
Screening COc1ccc(CN(C)C(=O)CCN=C2NS(=O)(=O)c3ccccc32)c(OC)c1 returned hIAP activ 1.2, SENP6 block -19, ATG4B inh -4, MPTP block -1.4, SENP1 inh 2, GRIN3A LBD mod -1, PfGluPho inh -4 and SENP8 block 11.
Screening CN(c1ccccc1)S(=O)(=O)c1cc(C(=O)N2CCN(c3ncccn3)CC2)ccc1Cl returned hIAP activ 1.2, SENP6 block -7, ATG4B inh -3, MPTP block 0.3, SENP1 inh 2, GRIN3A LBD mod -1, PfGluPho inh -10 and SENP8 block -18.

As a working copy, four of the compounds above.
Screening COc1ccc(CC(NC(C)=O)C(=O)NC2CCN(C(=O)C3CC3)CC2)cc1OC (stereo not given) returned hIAP activ 0.88, SENP6 block -9, ATG4B inh 2, MPTP block 1.3, SENP1 inh -1, GRIN3A LBD mod 0, PfGluPho inh -2 and SENP8 block 8.
Cc1ccccc1NC(=S)NNC(=O)c1ccncc1 was read as hIAP activ 1.4, SENP6 block -2, ATG4B inh -8, MPTP block -0.5, SENP1 inh 1, GRIN3A LBD mod -2, PfGluPho inh 1 and SENP8 block 14.
Screening Cc1ccccc1OCCNc1cc(N2CCCCC2)ccc1[N+](=O)[O-] returned hIAP activ 0.84, SENP6 block 2, ATG4B inh 2, MPTP block 5.5, SENP1 inh 1, GRIN3A LBD mod 5, PfGluPho inh 10 and SENP8 block 30.
Screening Cc1ccc(S(=O)(=O)N(C)CC(=O)Nc2cccc3c2CCCC3)cc1 returned hIAP activ 1.1, SENP6 block -14, ATG4B inh -7, MPTP block -2.2, SENP1 inh 1, GRIN3A LBD mod 2, PfGluPho inh -12 and SENP8 block 26.

Next compounds follow.
For CC(=O)N1c2ccc(S(=O)(=O)NCC3CCC(C(=O)Nc4ncccc4C)CC3)cc2CC1C (stereo not given) the results were hIAP activ 1.1, SENP6 block 3, ATG4B inh -2, MPTP block -2.6, SENP1 inh -2, GRIN3A LBD mod 0, PfGluPho inh 1 and SENP8 block -238.
Screening CC(C(=O)Nc1nc(-c2ccc(F)c(F)c2)cs1)N1C(=O)C2CC=CCC2C1=O (stereo not given) returned hIAP activ 1.1, SENP6 block 18, ATG4B inh -7, MPTP block 0.6, SENP1 inh 0, GRIN3A LBD mod -9, PfGluPho inh 21 and SENP8 block -4.
`CSC1=NCCN1C(=O)c1ccco1` gave hIAP activ 1, SENP6 block -16, ATG4B inh -10, MPTP block -0.2, SENP1 inh -1, GRIN3A LBD mod 0, PfGluPho inh -1 and SENP8 block 2.
Screening Fc1cc(Br)ccc1NC(=S)NCCc1ccccc1 returned hIAP activ 1.1, SENP6 block -11, ATG4B inh 2, MPTP block 79*, SENP1 inh 5, GRIN3A LBD mod 30*, PfGluPho inh 15 and SENP8 block 0.
`CC(=O)OCC(=O)Nc1ccccc1OC(F)F` gave hIAP activ 1.1, SENP6 block -5, ATG4B inh -7, MPTP block -4.3, SENP1 inh -1, GRIN3A LBD mod 0, PfGluPho inh 6 and SENP8 block 12.
For O=C(NCc1ccco1)C1CCN(S(=O)(=O)N2CCOCC2)CC1 the results were hIAP activ 0.74, SENP6 block 4, ATG4B inh -9, MPTP block -2.6, SENP1 inh -1, GRIN3A LBD mod 1, PfGluPho inh -4 and SENP8 block 10.
For CNC(=O)N(O)C1N(/N=C/c2cccnc2)C(=S)SC1(C)C (stereo not given) the results were hIAP activ 0.98, SENP6 block -10, ATG4B inh -2, MPTP block 0.9, SENP1 inh 1, GRIN3A LBD mod 0, PfGluPho inh 9 and SENP8 block 8.
`C=CCn1c(SCC(=O)Nc2cc(C)cc(C)c2)nnc1-c1cnccn1` gave hIAP activ 0.99, SENP6 block -13, ATG4B inh -5, MPTP block 0.4, SENP1 inh 2, GRIN3A LBD mod 0, PfGluPho inh 25 and SENP8 block 2.
`Clc1ccccc1-c1nnc(-c2cccnc2)o1` gave hIAP activ 1.1, SENP6 block 19, ATG4B inh -1, MPTP block 2.8, SENP1 inh 2, GRIN3A LBD mod 5, PfGluPho inh 0 and SENP8 block 6.
`COc1ccc(-c2ccc(=O)n(Cc3cccc([N+](=O)[O-])c3)n2)cc1` gave hIAP activ 0.96, SENP6 block 0, ATG4B inh -1, MPTP block 14, SENP1 inh 1, GRIN3A LBD mod -1, PfGluPho inh 5 and SENP8 block 16.
For CC(C)CC(NS(=O)(=O)c1ccccc1S(=O)(=O)NC(CC(C)C)C(=O)O)C(=O)O (stereo not given) the results were hIAP activ 0.82, SENP6 block -11, ATG4B inh -5, MPTP block -0.6, SENP1 inh 2, GRIN3A LBD mod -3, PfGluPho inh -23 and SENP8 block 22.
`CCOc1ccc(N2C(=O)CC(Sc3nc(-c4cccs4)cc(C(F)(F)F)c3C#N)C2=O)cc1` (stereo not given) gave hIAP activ 0.89, SENP6 block 17, ATG4B inh -1, MPTP block 1.2, SENP1 inh 5, GRIN3A LBD mod 0, PfGluPho inh 13 and SENP8 block -498.
CCc1cccc(C)c1NC(=O)CCOc1ccccc1 was read as hIAP activ 0.92, SENP6 block 7, ATG4B inh 2, MPTP block -0.3, SENP1 inh 4, GRIN3A LBD mod -1, PfGluPho inh 7 and SENP8 block 10.
COc1cc(C)c(C)cc1S(=O)(=O)N1CCCCC1c1cccnc1 (stereo not given) was read as hIAP activ 0.99, SENP6 block -24, ATG4B inh -2, MPTP block 4.3, SENP1 inh 0, GRIN3A LBD mod 2, PfGluPho inh 6 and SENP8 block 14.
`COC(=O)c1sc(NC(=O)COc2cccnc2[N+](=O)[O-])c(C(=O)OC)c1C` gave hIAP activ 1.1, SENP6 block 13, ATG4B inh -61, MPTP block -0.6, SENP1 inh -13, GRIN3A LBD mod -1, PfGluPho inh 8 and SENP8 block -26.
For CCOC(=O)CN1CC23C=CC(O2)C(C(=O)NC2CCCCCC2)C3C1=O (stereo not given) the results were hIAP activ 1.1, SENP6 block -14, ATG4B inh 4, MPTP block -1.3, SENP1 inh 2, GRIN3A LBD mod -1, PfGluPho inh -8 and SENP8 block 6.
CC1CCN(C(=O)COC(=O)Cc2ccc(Br)cc2)CC1 was read as hIAP activ 1, SENP6 block -11, ATG4B inh 3, MPTP block -0.9, SENP1 inh 4, GRIN3A LBD mod -3, PfGluPho inh -5 and SENP8 block 12.
For O=C(NCCCCc1ccccc1)Nc1ccc(F)cc1F the results were hIAP activ 1.2, SENP6 block -13, ATG4B inh 3, MPTP block 3.4, SENP1 inh 1, GRIN3A LBD mod 2, PfGluPho inh 0 and SENP8 block 0.
`Cc1occc1C(=O)NNC(=S)NC(=O)COc1ccc(Cl)cc1Cl` gave hIAP activ 1.1, SENP6 block 0, ATG4B inh 3, MPTP block 1.4, SENP1 inh 1, GRIN3A LBD mod -3, PfGluPho inh -57 and SENP8 block 6.
`CCn1c(/C=C/Nc2ccccc2)[n+](CC)c2ccc(Cl)cc21` gave hIAP activ 1.1, SENP6 block -7, ATG4B inh -8, MPTP block 16, SENP1 inh 0, GRIN3A LBD mod -2, PfGluPho inh -6 and SENP8 block -21.
CCOC(=O)/C(N=Nc1ccc(C(=O)O)cc1[N+](=O)[O-])=C(\C)O was read as hIAP activ 1.1, SENP6 block -17, ATG4B inh 0, MPTP block 1.2, SENP1 inh 1, GRIN3A LBD mod 1, PfGluPho inh 2 and SENP8 block 9.
For CCOC(=O)c1c(-c2ccccc2)csc1N1C(=O)Nc2ccccc2N1O the results were hIAP activ 1, SENP6 block 2, ATG4B inh -7, MPTP block 2.7, SENP1 inh 4, GRIN3A LBD mod -2, PfGluPho inh -25 and SENP8 block -17.

Compounds were not picked by outcome. Share with any hit: about 6.7%.
